# BCLXL inh = blocks human Bcl-xL binding to Bim BH3 peptide; GST-Bcl-xL / FITC-Bim BH3 peptide fluorescence polarization; inhibition, % at 10.9 µM; Q07817; actives 0.7% (n = 320,000); AID 2129;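 active = inhibition above the mean of all tested compounds plus 3 SD, cutoff set per campaign, cut at about 30% in these data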;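 also: 0% = DMSO wells and 100% = unlabeled Bim-BH3 peptide competitor; inhibitors lower millipolarization by displacing the labeled peptide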
# MCL1 BIM primary = disrupts human MCL1 binding to BIM-BH3 peptide | Q07820 | GST-MCL1 / FITC-Bim-BH3 fluorescence polarization | inhibition, % at 10.9 µM | actives 0.68% (n = 320,000) | AID 2057;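 active = inhibition above the mean inhibition of all tested compounds plus 3 SD, set per campaign, cut at about 40% in these data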;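 also: 0% = DMSO wells and 100% = unlabeled Bim-BH3 peptide control; higher means more loss of mP so more displacement of Bim peptide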
# Target sequence (Q07820 whole entry, looked up): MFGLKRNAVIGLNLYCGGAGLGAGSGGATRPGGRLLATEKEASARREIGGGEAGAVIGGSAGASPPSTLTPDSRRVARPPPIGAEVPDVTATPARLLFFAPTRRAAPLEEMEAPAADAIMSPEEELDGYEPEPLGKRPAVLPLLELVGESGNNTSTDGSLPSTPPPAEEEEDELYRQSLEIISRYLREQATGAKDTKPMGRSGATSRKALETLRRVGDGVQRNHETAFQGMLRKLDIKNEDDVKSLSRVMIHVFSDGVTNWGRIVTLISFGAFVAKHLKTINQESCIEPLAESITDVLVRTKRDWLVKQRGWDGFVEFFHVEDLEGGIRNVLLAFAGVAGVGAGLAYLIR
# Fam108B inh = Fam108B inhibition, counter-screen for RBBP9 inhibitors; recombinant Fam108B, FP-Rh probe fluorescence polarization; inhibition, % at 9.51 µM; AID 1947; actives 0.33% (n = 300,000);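 active = inhibition above the screen mean inhibition plus 3 SD, computed separately per campaign, cut at about 18% in these data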;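 also: inhibitors lower polarization as less probe binds the enzyme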
# AGP1 TOR yeast = yeast TOR pathway AGP1-GFP modulation | S. cerevisiae AGP1-GFP multiplex flow cytometry, 3 h; GFP as percent of DMSO wells | actives 0.02% (n = 320,000) | GFP response vs DMSO, % at 10 µM;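 active = GFP response relative to DMSO above a set limit, near screen average plus 3 SD, cut at about 150% in these data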;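 also: median GFP channel fluorescence of the gated AGP1 strain per well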
# CIT2-GFP yeast = modulators of TOR pathway CIT2-GFP in S. cerevisiae; GFP response vs DMSO, % at 10 µM; S. cerevisiae CIT2-GFP strain, flow cytometry, 3 h; 100 means same as DMSO wells; actives 0.065% (n = 320,000);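 active = GFP response relative to DMSO above a set limit, near the screen mean plus 3 SD, cut at about 150% in these data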;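 also: ratio of well median GFP fluorescence to mean of DMSO wells on the plate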
# GRK2 inh = blocks RNA aptamer binding to human GRK2 | P25098 | bead flow cytometry, FAM-aptamer displacement from GRK2 | inhibition of aptamer binding, % at 10 µM | actives 0.59% (n = 330,000);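 active = inhibition of aptamer binding above 40%, roughly 3 SD of noise, on plates passing a quality check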;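 also: median bead fluorescence of bound FAM aptamer so fluorescent compounds give negative values; no value below 0 was filed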
# Target sequence (P25098 whole entry, looked up): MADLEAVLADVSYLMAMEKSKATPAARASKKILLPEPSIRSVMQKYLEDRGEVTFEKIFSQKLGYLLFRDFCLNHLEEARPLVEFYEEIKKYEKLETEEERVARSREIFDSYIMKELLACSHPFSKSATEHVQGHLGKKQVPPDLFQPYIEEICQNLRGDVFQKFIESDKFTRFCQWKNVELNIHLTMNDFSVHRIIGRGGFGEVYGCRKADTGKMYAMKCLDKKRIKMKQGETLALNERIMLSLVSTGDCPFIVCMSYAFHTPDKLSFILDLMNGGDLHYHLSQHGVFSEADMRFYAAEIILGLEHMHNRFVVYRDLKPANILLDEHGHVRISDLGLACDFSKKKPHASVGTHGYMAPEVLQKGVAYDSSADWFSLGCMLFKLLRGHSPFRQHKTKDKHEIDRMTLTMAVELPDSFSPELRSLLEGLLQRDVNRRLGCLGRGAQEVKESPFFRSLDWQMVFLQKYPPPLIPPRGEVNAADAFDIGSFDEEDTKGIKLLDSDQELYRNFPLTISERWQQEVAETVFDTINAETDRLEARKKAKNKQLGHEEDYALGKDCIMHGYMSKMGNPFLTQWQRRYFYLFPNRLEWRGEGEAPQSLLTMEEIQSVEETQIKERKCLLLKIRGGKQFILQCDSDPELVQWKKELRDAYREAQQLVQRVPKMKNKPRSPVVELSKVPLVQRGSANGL
# MEX-5 binding = C. elegans MEX-5 TCR-2 RNA binding activity. MEX-5/FITC-TCR2 RNA binding, fluorescence polarization; active compounds read low. Q9XUB2. activity score (negative = inhibition of binding), % at 10 µM. actives 0.38% (n = 300,000). AID 1832;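 active = inhibition past about -25% in most replicates, and total fluorescence under double the plate's negative control median, limit read from the data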;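 also: 0% = DMSO and -100% = 5 µM competing unlabeled TCR2 RNA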
# VLA-4 inh = inhibition in a human VLA-4 binding assay; P13612; inhibition, % (about 7 µM as worked out from the volumes in the protocol); AID 2557; actives 0.2% (n = 330,000); VLA-4 expressing cells, ligand binding flow cytometry; in the data active = inhibition above about 50%
# GLD-1 TGE inh = GLD-1-TGE RNA interaction inhibition (C. elegans); Q17339; purified GLD-1 + fluorescein TGE RNA, fluorescence polarization; inhibition, % at 5.96 µM; actives 0.44% (n = 320,000); AID 2280;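 active = percent inhibition above a per-plate cutoff, the plate mean of test compounds plus 3 SD, cut at about 30% in these data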;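 also: 0% = DMSO wells with GLD-1 and probe and 100% = wells lacking GLD-1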
# Starred values were filed as active, the others as inactive; · = no result given. Compounds were not picked by outcome, and some 2.2% of all compounds hit somewhere here.
SMILES,BCLXL inh,MCL1 BIM primary,Fam108B inh,AGP1 TOR yeast,CIT2-GFP yeast,GRK2 inh,MEX-5 binding,VLA-4 inh,GLD-1 TGE inh
COc1ccc(/C=N/NC(=O)CCn2c3ccccc3c3ccccc32)cc1O,4,15,10,100,105,0,-2.5,20,8
Cc1ccc(S(=O)(=O)N2CCCCC2)cc1NC(=O)c1c(-c2ccccc2)noc1C,-1,12,·,103,100,2,·,36,4
CCN1C(=NCC(C)C)N[C@@H](c2cccc(F)c2)C(C(=O)OC)=C1C,-10,-2,-2,84,88,0,-1.4,13,1
CCN(CC)S(=O)(=O)c1ccc(Cl)c(NC(=O)COC(=O)/C=C/c2cc(OC)c(OC)c(OC)c2)c1,0,-6,-9,105,103,0,1.7,7,-16
CC1(C)CC(NC(=O)c2ccccc2C(=O)NC2CC(C)(C)NC(C)(C)C2)CC(C)(C)N1,3,8,3,109,124,4,0.1,-4,2
Cn1nc(N)nc1N1CCN(c2ccc(F)cc2)CC1,2,0,1,84,·,0,1.0,16,3
CC1Cc2nc(SCC(=O)N3CCOCC3)n(C)c(=O)c2S1 (centres undefined),5,5,2,96,92,0,0.4,-1,5
Cc1ccc(-c2cc(C(=O)N/N=C/c3ccccc3O)n[nH]2)o1,7,9,-1,101,108,0,-2.2,-3,3
CCCCN(CCCC)CCCN1CC(=O)N2[C@@H](Cc3c([nH]c4ccccc34)C2(C)C)C1=O,5,7,-3,110,109,0,-0.3,9,-1
O=C(O)c1ccc(NS(=O)(=O)c2cc(Cl)ccc2Cl)cc1O,8,7,4,104,95,9,0.6,10,0
Cc1ccccc1N1C(=O)C2C3C=CC(CC3)C2C1=O (centres undefined),-2,-3,0,93,102,1,1.3,4,7
OCc1csc(=Nc2ccccc2)n1-c1ccccc1,5,-3,1,94,·,0,0.9,-7,2
COc1ccc(NC(=O)c2cc(-c3cccs3)on2)cc1,2,3,0,105,107,0,0.5,2,5
Cc1[nH]c2ccccc2c1C(O)c1ccncc1 (centres undefined),-1,-9,0,94,·,3,0.6,-7,1
CCOC(=O)c1sc(NC(=O)CN2CCN(c3ccc(OC)cc3)CC2)nc1C,·,·,·,102,100,10,2.4,-5,·

# Part of the list above in order of SMILES length, descending:
SMILES,BCLXL inh,MCL1 BIM primary,Fam108B inh,AGP1 TOR yeast,CIT2-GFP yeast,GRK2 inh,MEX-5 binding,VLA-4 inh,GLD-1 TGE inh
CCN(CC)S(=O)(=O)c1ccc(Cl)c(NC(=O)COC(=O)/C=C/c2cc(OC)c(OC)c(OC)c2)c1,0,-6,-9,105,103,0,1.7,7,-16
CCCCN(CCCC)CCCN1CC(=O)N2[C@@H](Cc3c([nH]c4ccccc34)C2(C)C)C1=O,5,7,-3,110,109,0,-0.3,9,-1
CCOC(=O)c1sc(NC(=O)CN2CCN(c3ccc(OC)cc3)CC2)nc1C,·,·,·,102,100,10,2.4,-5,·

# (further entries)
SMILES,BCLXL inh,MCL1 BIM primary,Fam108B inh,AGP1 TOR yeast,CIT2-GFP yeast,GRK2 inh,MEX-5 binding,VLA-4 inh,GLD-1 TGE inh
COc1ccccc1C(=O)NCCC(=O)NCCOc1ccccc1,0,-6,1,94,96,3,3.3,-14,-4
Nc1c(NCCN2CCCCC2)c2ccccc2oc1=O,1,-2,0,96,96,4,1.1,8,-3
COc1ccc(CCNc2ncnc3c2nnn3Cc2ccccc2)cc1OC,-1,4,4,91,101,0,3.5,2,0
CCC(C)NC(=O)[C@H]1N2C(=O)c3c(ccc(OC)c3OC)C2SC1(C)C (some centres undefined),9,15,-4,98,105,1,-3.9,2,3
CN(CC(=O)NC(=O)NCc1ccccc1)Cc1ccc(Cl)cc1,5,-5,-1,94,92,1,-1.1,-4,-4
COc1ccc(NC(=O)c2ccccc2OCc2c(C)noc2C)cc1OC,6,4,-1,94,90,26,-3.3,1,-2
CCCn1c(SCC(=O)N2CCc3ccccc3C2)nc2c1c(=O)n(C)c(=O)n2C,2,4,-2,100,94,0,-1.7,4,-2
COc1cc(C)ccc1OCCOc1c(Cl)cc(Cl)cc1Cl,0,1,-4,101,104,6,0.2,12,1
O=C(NCCN1CCOCC1)c1cc2sccc2n1Cc1ccc(Cl)cc1,-3,1,-2,·,102,1,-2.0,1,5
COCc1cc(C)nc(SCC(=O)Nc2ccc3c(c2)OCCO3)c1C#N,2,1,-1,107,·,3,-0.9,4,3
CCCSC1C(C)=C(C)C(=O)N1Cc1ccccc1 (centres undefined),-2,3,-6,104,106,0,2.6,-1,-6
Cc1cccc(Cc2nnc(CCC(=O)NCc3cnc4ccccn34)o2)c1,-2,-5,-1,102,109,0,-0.3,11,-3
CC(=O)Nc1ccccc1C(=O)C(=O)Nc1cccc(F)c1,0,-3,4,94,85,3,-1.6,1,-3
O=C(NCCSCc1ccccc1)c1ccc(C2SCC(=O)N2Cc2ccccc2)cc1 (centres undefined),3,-5,-12,99,96,4,1.3,-7,-3
Cc1c(C(=O)N2C[C@@H](C)O[C@@H](C)C2)oc2c(F)cccc12,8,0,8,96,105,1,2.9,8,-1
COc1ccc(CNC(=O)CCSc2nc(-c3ccc4c(c3)OCO4)cc(C(F)(F)F)n2)cc1,-1,1,-1,102,93,2,0.7,-4,-1
Cn1nnnc1SCC(=O)N1CCN(c2ccccc2)CC1,4,1,0,93,93,0,1.6,-6,0
Cc1cc(Br)c2c(c1)C1(OCCO1)C(=O)N2,4,10,-1,121,89,0,0.5,2,6
COc1cc(SC)ccc1C(=O)Nc1c(Cl)cncc1Cl,2,-7,0,94,·,2,-1.4,16,-2
O=C(CCC(=O)Nc1ccc(F)cc1)N/N=C/c1cc([N+](=O)[O-])ccc1O,8,26,2,97,101,0,-0.3,-4,4
Cc1ccc(SCC(=O)Nc2cccc(C(=O)NC(C)(C)C)c2)cc1,2,-2,6,101,101,2,0.1,6,2
O=[N+]([O-])c1ccccc1S(=O)(=O)N1CCCCC1,8,1,-2,96,101,4,-1.1,-3,1
CCC1Sc2ccc(S(=O)(=O)CCC(=O)NC3CCCCCC3)cc2NC1=O (centres undefined),0,-8,0,103,106,0,-1.4,-3,4
CCOC(=O)[C@H]1[C@H]2COc3cc(OC)ccc3[C@@H]2N2C(=O)N(c3ccc(Cl)cc3)C(=O)[C@@]12C,5,1,0,85,89,6,1.6,10,7
Cc1ccc(C(=O)NCC(=O)NCc2ccccc2F)s1,·,·,·,103,100,2,·,-8,-1
CCCC(=O)Nc1nnc(SCC(=O)NCc2ccc3c(c2)OCO3)s1,-1,2,-2,108,99,0,-3.3,-6,-4
O=C1CCC([N+](=O)[O-])C(c2ccc(F)c(Br)c2)N1 (centres undefined),6,8,1,100,97,2,1.3,21,-2
CCc1nnc(NC(=O)c2ccc3c(c2)C(=O)N(C(C)(C)C)C3=O)s1,2,-2,-2,99,99,2,-0.7,6,6
Clc1ccc(Oc2cnns2)cc1Cl,1,-1,1,93,102,0,-0.4,-10,15
Cc1cccc(N=C2NN=C(c3c[nH]c4ccccc34)CS2)c1,2,-2,5,99,99,0,0.7,4,5
O=c1[nH]c2ccccc2nc1C(F)(F)C(F)F,2,-7,2,116,109,0,1.9,8,3
Cn1sccc1=O,8,9,2,87,80,0,·,30,8
NC(=O)C1CCN(C2CC(=O)N(c3cccc(F)c3)C2=O)CC1 (centres undefined),10,11,1,104,108,0,0.7,2,14
Cc1cc(C)nc(/N=C(\N)Nc2cccc([N+](=O)[O-])c2)n1,2,7,1,100,100,0,-0.3,1,2
COC(=O)c1ccc(NC(=O)CSc2nnc(-c3ccccc3)n2C)cc1,2,-1,-6,98,98,0,-1.1,2,3
O=C(Cn1c(NCCCO)nc2ccccc21)c1ccc(Cl)cc1Cl,2,1,4,101,108,0,-4.4,-3,3
COc1ccc(Br)cc1CNC(=O)C1CCN(S(=O)(=O)N2CCCC2)CC1,4,9,0,99,98,0,3.5,10,5
CCCCOCCCNC(=O)N[C@H](C(=O)OC)C(C)CC (some centres undefined),9,8,-3,106,99,1,3.6,1,3
CC(C)C[C@H](NC(=O)c1nc[nH]c1C(=O)N[C@@H](CCCCN)C(=O)OC(C)(C)C)C(=O)OC(C)(C)C,·,·,·,102,101,0,·,-6,9
Cc1ccc(C2CC(C(F)(F)F)n3nc(C(=O)Nc4c(C)n(C)n(-c5ccccc5)c4=O)cc3N2)cc1 (centres undefined),5,0,-3,93,89,0,1.1,4,3
Cc1ccccc1S(=O)(=O)Nc1ncnc2scc(-c3ccccc3)c12,6,15,8,91,88,0,0.6,0,8
Cc1ccccc1-c1nnc(SCC(=O)NC2CCCCC2)o1,6,8,4,101,113,0,0.5,-5,-2
Cc1ccc(CS(=O)Cc2ccc(C(=O)NCc3ccccc3Br)o2)cc1 (centres undefined),3,8,-2,99,94,0,2.0,18,2
COc1cccc(CNS(=O)(=O)c2ccc3c(c2)CC(C)N3C(=O)C2CC2)c1 (centres undefined),-1,0,-2,99,101,0,0.8,-1,-1
COC(=O)c1c(O)cc(C(C)(C)C)n(-c2ccccc2)c1=O,5,8,0,94,112,1,1.6,-7,4
CC(=O)c1ccc(Sc2nnnn2-c2ccccc2)c([N+](=O)[O-])c1,1,4,2,95,89,1,-0.6,17,-2
CC1(C)CC(=O)C2=C(C1)OC(N)=C(C#N)C2c1cccs1 (centres undefined),-4,5,-1,104,96,1,-0.5,7,2
COc1ccc(CC(=O)Nc2c3c(nn2C(C)(C)C)CS(=O)(=O)C3)cc1OC,6,10,-2,110,113,5,-4.0,11,8
CCC(C)Sc1cc(-c2nc3ccc(Cl)cn3c2NC2CCCCC2)ccc1OC (centres undefined),·,·,·,93,90,2,·,-5,-25
CCc1ccccc1NC(=O)CSc1nnc(Cn2cnc3ccccc32)o1,6,-2,-2,98,94,0,-1.1,-2,4
CC(=O)N1CCN(C(=O)COC(=O)COc2c(C)cc(C)cc2C)CC1,-2,5,·,99,93,3,·,2,5
Cc1ccc2c(C(=O)CN3CC(C)CC(C)C3)c(C)[nH]c2c1 (centres undefined),2,-1,1,104,104,0,1.0,14,6
COc1cc(C[C@@H](CO)[C@H](CO)Cc2ccc(O)c(OC)c2)ccc1O,3,7,0,100,103,0,3.4,2,9
COc1ccccc1/C=C/C(=O)OCC(=O)Nc1ccccc1Sc1ccccc1,0,-1,-2,97,102,1,-1.3,-15,-4
Cc1ccc(C(=O)NCCCN2CCOCC2)cc1S(=O)(=O)N1CCOCC1,5,-2,·,102,95,0,·,15,-10
COc1ccc(S(=O)(=O)Nc2c(F)cccc2F)cc1,1,-2,1,102,113,0,0.1,23,0
NC(=O)CC(NC(=O)c1ccc(Br)cc1)c1ccc(N2CCC(Br)CC2)c([N+](=O)[O-])c1 (centres undefined),0,6,-1,90,89,0,1.2,-4,6
Cc1ccsc1/C=N/NC(=O)Cc1cccn1C,1,13,1,97,99,0,-1.0,15,2
c1csc(-c2nc(CN3CCSCC3)cs2)c1,6,8,3,98,96,3,0.5,5,-1
COC(=O)C1CCN(c2ccc(Cl)nn2)CC1,1,6,0,102,92,1,-1.3,-3,5
# Continuation.
SMILES,BCLXL inh,MCL1 BIM primary,Fam108B inh,AGP1 TOR yeast,CIT2-GFP yeast,GRK2 inh,MEX-5 binding,VLA-4 inh,GLD-1 TGE inh
CCOc1ccccc1-c1nc(CN2CCN(C(=O)c3ccco3)CC2)c(C)o1,10,-3,-2,103,102,0,-0.1,5,-6
COc1cccc(C(=O)N2CCN(Cc3ccco3)CC2)c1OC,5,0,-1,96,103,3,0.3,9,7
CC(=O)C(Sc1nc(NC(C)(C)C)nc(N(C)C)n1)C(C)=O,7,193*,5,94,94,1,0.1,10,2
COc1cccc(/C=N/NC(=S)NCCc2ccccc2)c1OC,·,·,·,91,92,2,4.4,-9,·

# Assay outcomes deposited in PubChem by several laboratories.
